Screening data deposited in PubChem BioAssay by Broad Institute.
RAD52 anneal inh – inhibitors of human RAD52 DNA annealing. AID 651710. recombinant RAD52 DNA annealing, FRET fluorescence. inhibition, % at 18.7 µM. hit rate 0.46% among 360,000;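 active means every replicate showing at least 50% inhibition; inconclusive means mean inhibition at least 50% but not in every replicate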
CASP6 VEID inh – caspase-6 (human) enzyme inhibition; P55212; hit rate 0.53% among 350,000; inhibition, % at 12.5 µM; purified caspase-6, Z-VEID-R110 cleavage fluorescence;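 active means mean inhibition across replicates at least about 35%, with every replicate also reaching that limit, limit read from the data; inconclusive means only one of the two criteria met; inactive means neither criterion met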;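 further: 0% = median of neutral control wells and 100% = no fluorescence left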
PglD DTNB – PglD (C. jejuni) enzyme inhibition; inhibition, % at 12.5 µM; purified PglD enzyme, DTNB colorimetric CoA detection; hit rate 0.098% among 360,000; in the data active means inhibition above about 16%, passing the limit was not always enough; inconclusive means no clear call, values can overlap the other calls; further: strong numbers were not always called active
RAD54 inh – inhibitors of human RAD54 branch migration; hit rate 0.14% among 360,000; RAD54 Holliday junction branch migration, FAM/BHQ fluorescence; AID 602329; inhibition, % at 10.4 µM;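 active means mean normalized replicate activity at least 40 and at least half of replicates scoring 40 or more; inconclusive means only one of the two criteria met; inactive means mean below 40 and under half of replicates reaching 40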;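 further: 0% = median of neutral control wells and 100% = median of positive control wells; inhibitors cause a drop in the FAM fluorescence signal; in these data hits start at about 50%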
ARNT TACC3 PPI – disruptors of human ARNT/TACC3 interaction; inhibition, % at 9.99 µM; AlphaScreen His-ARNT PAS-B/GST-TACC3 binding, luminescence; TACC3 fragment carries E629A point mutation; Q9Y6A5; AID 623870; hit rate 0.66% among 390,000;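 active means mean inhibition of replicates at least 50% and at least half of replicates each reaching 50%; inconclusive means half or more replicates reach 50% but mean below 50%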;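 further: 0% = complete ARNT plus TACC3 wells and 100% = ARNT alone without TACC3; many hits fall short of the cut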
ERp5 block – blocks human ERp5 reductase activity on insulin | inhibition, % at 9.99 µM | ERp5 insulin aggregation, absorbance 650 nm, 90 min | Q15084 | hit rate 0.05% among 350,000;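 active means mean replicate inhibition above about 25%, with every replicate also reaching it, limit read from the data, passing the limit was not always enough; inconclusive means only one of those two criteria met; inactive means neither criterion met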
Target sequence (Q15084 whole entry, looked up): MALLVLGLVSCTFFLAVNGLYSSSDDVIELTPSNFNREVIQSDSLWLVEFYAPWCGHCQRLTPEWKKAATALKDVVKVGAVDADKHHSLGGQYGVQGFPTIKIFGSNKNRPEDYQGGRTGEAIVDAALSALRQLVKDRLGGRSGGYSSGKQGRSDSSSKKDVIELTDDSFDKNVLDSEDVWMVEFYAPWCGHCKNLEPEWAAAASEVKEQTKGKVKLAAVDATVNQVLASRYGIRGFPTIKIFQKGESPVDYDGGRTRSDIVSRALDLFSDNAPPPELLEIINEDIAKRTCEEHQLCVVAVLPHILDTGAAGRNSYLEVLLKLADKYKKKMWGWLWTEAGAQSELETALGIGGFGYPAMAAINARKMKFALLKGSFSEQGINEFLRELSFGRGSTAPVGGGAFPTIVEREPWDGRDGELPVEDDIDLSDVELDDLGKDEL
E-selectin induc – E-selectin induction on HUVECs. activation, % at 7.58 µM. hit rate 0.37% among 260,000. HUVEC E-selectin immunofluorescence imaging; normalized: neutral wells 0, TNF-alpha wells 100. AID 686992;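 active means mean E-selectin-positive cell signal at least 10% of the positive control, reached in at least 60% of replicates, without over 20% cell loss; inconclusive means no rule given, readout overlaps actives, possibly toxicity-flagged; inactive means the rest, including those meeting only one limit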;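 further: in these data hits start at about 27%; measured in HUVEC primary endothelial cells; signal is the percent of cells scored E-selectin positive by PE staining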
Target sequence (P16581 whole entry, looked up): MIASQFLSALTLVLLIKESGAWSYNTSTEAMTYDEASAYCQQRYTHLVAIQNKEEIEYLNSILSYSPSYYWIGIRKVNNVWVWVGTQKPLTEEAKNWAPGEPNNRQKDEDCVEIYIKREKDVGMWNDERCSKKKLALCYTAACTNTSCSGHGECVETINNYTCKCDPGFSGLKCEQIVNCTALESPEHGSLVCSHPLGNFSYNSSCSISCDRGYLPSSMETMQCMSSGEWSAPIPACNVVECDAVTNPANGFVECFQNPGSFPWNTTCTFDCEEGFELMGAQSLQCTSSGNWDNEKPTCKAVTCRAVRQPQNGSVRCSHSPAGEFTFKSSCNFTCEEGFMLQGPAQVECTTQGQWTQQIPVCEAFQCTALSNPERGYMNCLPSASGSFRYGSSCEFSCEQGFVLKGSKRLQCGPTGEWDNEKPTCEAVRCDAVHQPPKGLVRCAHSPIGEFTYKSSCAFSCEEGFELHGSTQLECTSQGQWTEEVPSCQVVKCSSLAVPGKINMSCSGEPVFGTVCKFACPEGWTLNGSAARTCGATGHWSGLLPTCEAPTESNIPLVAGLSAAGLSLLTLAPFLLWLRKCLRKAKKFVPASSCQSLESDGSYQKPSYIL
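Assay system: HUVEC, human umbilical vein endothelial cells / Amount: 3,000 HUVEC/well / Controls: TNF-alpha positive control, DMSO neutral control / Compound dosing: single concentration / Medium: EGM-2 over gelatin coat / Evaluation: percent E-selectin-positive cells / Signal: immunofluorescence imaging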
esBAF inh – inhibitors of esBAF chromatin remodeling in mouse ES cells | hit rate 2% among 350,000 | Bmi1-luciferase knock-in reporter, 24 h; 100% = twice the neutral-well signal | reporter increase, % at 12.5 µM; in the data active means activation above about 40%; inconclusive means no clear call, values can overlap the other calls;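 further: 0% = median of the plate's neutral control wells and 100% = double that signal; a rise in the Bmi1 reporter signal indicates esBAF inhibition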
* marks the source's active call; other numbers are inactive results; ? = inconclusive; / = not tested or not shown.

SMILES | RAD52 anneal inh | CASP6 VEID inh | PglD DTNB | RAD54 inh | ARNT TACC3 PPI | ERp5 block | E-selectin induc | esBAF inh
COc1cc(C(=O)N2CCN(C(=O)CC(C)C)CC2)cc(OC)c1OC | 1 | 4 | -1 | -8 | -2 | -3 | / | -5
O=C(NC1CCOc2ccccc21)c1ccccn1 (stereo not given) | -13 | 4 | 3 | 1 | 3 | 0 | 0.1 | -3
CC(C)CNS(=O)(=O)c1ccc(Br)cc1N1CCC[C@@H]1CO | 2 | 5 | -1 | 3 | -4 | 0 | -0.2 | -1
C=CCn1c(SCC(=O)Nc2cc(C)on2)nc2sc3c(c2c1=O)CCCC3 | / | / | 2 | 9 | -1 | / | / | -7
COc1ccc(CN2CCC(C(N)=O)CC2)cc1OCc1ccccc1 | 0 | 20 | -19 | 8 | 8 | -3 | / | 1
Cc1ccc(Nc2nc(N)nc(CN3CCN(Cc4ccc5c(c4)OCO5)CC3)n2)cc1Cl | / | / | -2 | 6 | 18 | / | / | -1
CCN1[C@@H]2Cn3c(ccc(C4=CCCCC4)c3=O)[C@H]1[C@@H](C(=O)NCCc1ccncc1)[C@@H]2CO | -13 | 0 | 3 | -4 | -4 | -3 | -0.2 | -8
O=C(C[C@@H]1C[C@@H]2c3cc(NS(=O)(=O)c4ccc(F)cc4)ccc3O[C@@H]2[C@H](CO)O1)NCc1cc(F)ccc1F | -10 | -1 | -4 | 4 | -10 | -2 | -0.8 | -2
CCN(C(=O)CSc1nnc(COc2ccccc2F)n1N)c1c(N)n(Cc2ccccc2)c(=O)[nH]c1=O | -9 | 1 | 0 | 0 | 24 | -1 | / | -5
COc1ccc(C2C/C(=N\O)C(C)(C)O2)cc1 (stereo not given) | / | / | 2 | -9 | 5 | / | / | 4
C[C@@H]1CN([C@H](C)CO)C(=O)CCCn2cc(nn2)CO[C@H]1CN(C)C(=O)CCCN(C)C | -1 | 2 | -1 | 16 | -2 | -3 | 1.5 | 0
Cc1cc(-c2nnc(SCC(=O)Nc3c(C)cccc3C)n2N)n[nH]1 | 2 | 0 | 2 | -9 | 4 | / | / | -8
CC(C)(C)n1nc2c(c1NC(=O)c1ccc(Br)o1)CS(=O)C2 (stereo not given) | / | / | 3 | -7 | 0 | / | / | -5
COc1ccc2[nH]c(=O)c(COC(=O)c3ccco3)cc2c1 | / | / | -9 | -7 | -13 | / | / | -5
Cc1c(-c2cccc(Cl)c2)nc2ccccc2c1C(=O)OC/C(O)=C(\C#N)c1nc2ccccc2[nH]1 | -128 | 3 | -2 | 4 | 18 | -2 | 9.2 | -7
CC(=O)NC[C@@H]1[C@@H](c2ccccc2)[C@@H](CO)N1C(=O)Cc1ccncc1 | -14 | / | 1 | 0 | -8 | -7 | 24 | 0
O=C(Nc1ncc(Cc2ccc(SC(F)F)cc2)s1)c1ccc(OC(F)F)cc1 | 4 | -2 | / | / | -3 | 8 | / | /
COc1ccc2c3c(n(C)c2c1)[C@@H](CO)N(C(=O)C1CCCC1)CC31CN(C(=O)Nc2cccc(F)c2)C1 | 4 | -2 | / | / | / | 1 | 1.1 | /
O=S(=O)(Nc1nnc(C2CC2)s1)c1ccccc1 | 1 | 1 | 2 | -6 | 4 | 2 | 0.2 | 12
Cc1c(C(=O)OCC(=O)Nc2ccc(C(N)=O)cc2)cccc1[N+](=O)[O-] | -15 | -1 | / | / | -18 | -1 | / | /
CC(C)NC(=O)c1ccccc1NC(=O)CCS(=O)(=O)Cc1ccccc1 | / | / | -2 | 1 | 5 | / | / | -4
C[C@H](CO)N1C[C@H](C)[C@@H](CN(C)CC2CC2)OCCCC[C@H](C)Oc2ccc(NS(C)(=O)=O)cc2C1=O | -2 | 2 | 8 | 4 | 0 | 4 | 0.0 | 3
O=C(NCC(=O)N1CCN(S(=O)(=O)c2ccc3c(c2)OCCO3)CC1)c1ccccc1F | -19 | -1 | -2 | -3 | 8 | 1 | -0.5 | -2
Nc1nc(NC(=O)c2cccnc2)nn1-c1ccccc1 | / | / | -3 | 2 | 3 | / | / | 11
CNC(=O)C[C@H]1CC[C@@H]2[C@H](COC[C@H](O)CN2Cc2ccc(Cl)c(Cl)c2)O1 | -5 | -2 | -2 | -16 | -15 | 0 | 0.0 | 0
COc1ccc(N(CC(=O)N/N=C/c2ccc(OC3CSC3)cc2)S(=O)(=O)c2ccccc2)cc1 | -4 | -1 | / | / | -4 | 6 | / | /
CCOC(=O)c1ccc(NC(=O)CSc2nc3c(c(=O)n2CC)SC(C)C3)cc1 (stereo not given) | -12 | -1 | -5 | 0 | 0 | 21 | / | -14
CCOc1cc(CN2CCOCC2)cc(C(C)=O)c1 | / | / | 0 | -8 | -14 | / | / | -7
COCCc1nc2ccc(C(=O)N(C)Cc3cccc(-n4nc(C)cc4C)c3)cc2o1 | 0 | -2 | 7 | 3 | 10 | 6 | 3.4 | 4
O=C1[C@@H](Oc2ccccc2)[C@@H](c2cnc3ccccc3c2)N1c1ccccc1 | -1 | 3 | 5 | -2 | -21 | 5 | -0.1 | -11
c1coc(CNc2ncnc3[nH]ncc23)c1 | -9 | 0 | 6 | -4 | -5 | 0 | / | 2
COc1ccccc1NC(=O)CSc1nnc(NC(=O)C2CC2)s1 | 2 | 1 | 1 | -2 | 2 | -2 | / | -1
C[n+]1cccc(/C=N/NC(=O)CC23CC4CC(CC(C4)C2)C3)c1 | -30 | -4 | / | / | -10 | -1 | -0.3 | /
CCN1C(=O)/C(=C\N(C)C)NC1=S | -14 | 1 | / | / | 6 | 3 | 0.3 | /
Cc1noc(C)c1S(=O)(=O)Nc1ccc2c(c1)CC(=O)N([C@H](C)CO)C[C@@H](C)[C@@H](CN(C)CC1CCCCC1)O2 | 11 | 1 | 13 | -5 | -4 | 3 | -0.1 | 4
COc1ccccc1OCCNC(=O)CCS(=O)(=O)c1ccccc1 | 1 | -4 | -1 | -8 | -1 | 5 | / | 3
Cc1[nH]nc(-c2ccc(O)c(C)c2O)c1Oc1ccccc1 | / | / | -2 | 9 | 2 | / | / | 6
C=CCOC(=O)Nc1c(C(=O)OC)[nH]c2ccc(Cl)cc12 | / | / | -2 | -12 | -1 | / | / | 9
COCOCCn1cc(CN2CCS(=O)(=O)N(Cc3ccc(-c4ccc(Cl)cc4)cc3)C(C(C)C)C2=O)nn1 (stereo not given) | 0 | 0 | / | / | / | -4 | -1.6 | -1
Cc1cc(OCCSc2nnc(-c3cccs3)n2C)ccc1Cl | / | / | 8 | -12 | -2 | / | / | 2

Among those listed so far, these contain bromine:
SMILES | RAD52 anneal inh | CASP6 VEID inh | PglD DTNB | RAD54 inh | ARNT TACC3 PPI | ERp5 block | E-selectin induc | esBAF inh
CC(C)CNS(=O)(=O)c1ccc(Br)cc1N1CCC[C@@H]1CO | 2 | 5 | -1 | 3 | -4 | 0 | -0.2 | -1
CC(C)(C)n1nc2c(c1NC(=O)c1ccc(Br)o1)CS(=O)C2 (stereo not given) | / | / | 3 | -7 | 0 | / | / | -5

The results go on:
SMILES | RAD52 anneal inh | CASP6 VEID inh | PglD DTNB | RAD54 inh | ARNT TACC3 PPI | ERp5 block | E-selectin induc | esBAF inh
Cc1ccc(-c2cc(N)n[nH]2)cc1 | / | / | -3 | 5 | 28 | / | / | 6
CC1(C)CC(=O)c2cc(OCC(=O)NCCCN3CCN(c4ccccc4F)CC3)ccc2O1 | / | / | 5 | 2 | -1 | / | / | -12
CN(CCO)S(=O)(=O)c1ccc2c(c1)C(=NO)c1cc(S(=O)(=O)N(C)CCO)ccc1-2 | 9 | 1 | 0 | 1 | -4 | ? | 0.0 | -11
Cc1c(CC(=O)NCCC(=O)O)c(=O)oc2cc3occ(-c4ccccc4)c3cc12 | -8 | 3 | 0 | -1 | 14 | -5 | 40* | -7
Cc1ccc(-c2ccc3c(c2)O[C@H](CN(C)Cc2cccnc2)[C@@H](C)CN([C@H](C)CO)S3(=O)=O)cc1 | -42 | 1 | -3 | -6 | 18 | 1 | 1.6 | -8
CN(Cc1ccccc1)c1nc2c(c(=O)[nH]c(=O)n2C)n1Cc1ccccc1 | -7 | -1 | 2 | -11 | 2 | 1 | / | -2
COC(=O)CNC(=O)CCCCC(=O)NCC(=O)OC | / | / | 4 | -12 | -6 | / | / | -11
O=C(CSc1nnc(-c2ccc(C(F)(F)F)cn2)s1)c1ccc(Cl)cc1 | 8 | -10 | 1 | 2 | -1 | 0 | -0.1 | -4
Cc1cc2c(cc1C)-c1nnnn1C(C)(C)C2 | / | / | 2 | 4 | -3 | / | / | 15
COc1cc(C)ccc1S(=O)(=O)NC(=O)C1(C)CCN1C(=O)C1(c2ccc(Cl)cc2)CCC1 (stereo not given) | -18 | -3 | 3 | 8 | / | 2 | -0.2 | 6
O=C(C[C@@H]1CC[C@H](NS(=O)(=O)c2ccccc2)[C@H](CO)O1)NCCN1CCCCC1 | -5 | -10 | -1 | -5 | -2 | 7 | -0.2 | -1
O=C(/C=C/c1ccccc1[N+](=O)[O-])NCc1cccnc1 | -8 | -3 | / | / | -1 | -1 | -1.8 | /
N#C[C@@H]1[C@H](c2ccc(C3=CCCCC3)cc2)[C@H](CO)N1C(=O)c1ccccn1 | 1 | 0 | 0 | 14 | 20 | 2 | 0.0 | 3
CN1OC(COC(=O)c2ccc(Cl)cc2Cl)CC1c1ccccc1 (stereo not given) | / | / | -6 | -1 | -6 | / | / | -2
C[C@H]1CN([C@@H](C)CO)C(=O)c2ccccc2-c2ccccc2CO[C@@H]1CN(C)C(=O)[C@H](Cc1ccccc1)N(C)C | 2 | -1 | 0 | -5 | 1 | -1 | 0.1 | 0
N#C/C(=C\c1c(Oc2ccccc2Cl)nc2ccccn2c1=O)C(=O)NC1CCS(=O)(=O)C1 (stereo not given) | -9 | -3 | -10 | 5 | 9 | -1 | / | -12
COc1ccc2c(c1)C(C)(Cc1ccc(C(=O)c3ccccc3)cc1)C(=O)N2 (stereo not given) | -16 | -2 | -5 | 0 | / | 1 | 0.1 | 8
C[C@H](CO)N1C[C@H](C)[C@@H](CN(C)C(=O)C2CCC2)Oc2ncc(-c3cccnc3)cc2C1=O | 4 | 0 | 1 | -3 | 3 | 2 | 1.0 | -2
CCOC(=O)C(C)Sc1nc2c(cnn2-c2ccc(F)cc2)c(=O)[nH]1 (stereo not given) | 0 | 5 | 7 | -4 | 1 | 0 | / | 0
COCC(=O)Nc1ccc2c(c1)[C@@H]1C[C@H](CC(=O)N3CCCCC3)O[C@@H](CO)[C@@H]1O2 | / | / | 3 | -4 | -4 | / | -0.2 | 7
COc1ccc(C)cc1NC(=O)CCN1CCN(c2ccccc2F)CC1 | -11 | 1 | 5 | -2 | -1 | -3 | 0.3 | -7
COCC(=O)N1[C@@H](CO)[C@@H]2c3ccccc3N(C(=O)Nc3cc(F)ccc3F)C[C@@H]21 | 8 | -2 | 0 | 0 | 1 | -4 | -0.2 | -3
O=C1NCCSC1c1ccccc1 (stereo not given) | -2 | 1 | / | / | 8 | -1 | -1.4 | /
Cc1ccc(O)c(NC(=O)c2cccc(S(=O)(=O)N3CCCCC3)c2)c1 | / | / | 3 | -9 | 8 | / | / | 33
Cc1cccc(C(C)C)c1NC(=O)c1ccc(OCC2CCCO2)cc1 (stereo not given) | -4 | -1 | -7 | -1 | -6 | 1 | -0.1 | 1
C[C@@H]1CCCCO[C@H](CN(C)C(=O)Nc2ccccc2)[C@@H](C)CN([C@@H](C)CO)C(=O)c2cc(NS(=O)(=O)c3cccs3)ccc2O1 | 27 | 1 | 2 | 4 | -2 | 1 | / | -2
